Screening data deposited in PubChem by NCI.
All columns: NCI-60 one-dose screen, growth in % after 48 h at 10 µM unless noted; 100 = growth as untreated, 0 = no growth, -100 = all killed.
NCI/ADR-RES: NCI/ADR-RES ovarian cells; hit rate 4.4% among 81,000
ACHN: ACHN renal cancer. hit rate 4.9% among 81,000
IGROV1: IGROV1 ovarian cancer; AID 1794786; hit rate 4.7% among 79,000
CAKI-1: CAKI-1 renal cancer; hit rate 4.7% among 75,000
786-0: 786-0 renal cancer cells | hit rate 5.1% among 81,000
TK-10: TK-10 renal cancer cells | hit rate 3.9% among 81,000 | AID 1794769
UO-31: UO-31 renal cancer. AID 1794768. hit rate 5.2% among 81,000
SN12C: SN12C renal cancer cells | AID 1794767 | hit rate 3.8% among 81,000
Numbers without * were called inactive; · = not tested or not shown; & = joins results of further samples. Rule for the calls: active = growth percent below 10; inactive = the rest.

[1] COCC1OC2OC3C(COC)OC(OC4C(COC)OC(OC5C(COC)OC(OC6C(COC)OC(OC7C(COC)OC(OC8C(COC)OC(OC1C(O)C2O)C(O)C8O)C(O)C7O)C(O)C6O)C(O)C5O)C(O)C4O)C(O)C3O (configuration not stated) (tested in a mixture with another compound)
[2] C[C@@]12CC[C@@H](O)C[C@@H]1CC[C@H]1[C@H]2CC[C@@]2(C)[C@H](c3ccc(=O)oc3)CC[C@@]12O
[3] O=C(O)CP(=S)(S)c1ccccc1 (configuration not stated)
[4] C=CCC1(Cc2ccsc2)C(=O)NC(=O)NC1=O
[5] O=C(O)CC1CCCCC1O (configuration not stated)
[6] C[C@]12CC[C@H]3[C@@H](CC=C4c5nc(-c6ccc(Br)cc6)sc5CC[C@@]43C)[C@@H]1CC[C@@H]2O
[7] CC(=O)Nc1ccc(Cc2ccc(NC(C)=O)cc2)cc1
[8] C[C@H]1[C@@H](CC(=O)N[C@@H](Cc2coc3ccccc23)B(O)O)O[C@@H]2OC3(C)CC[C@H]4[C@H](C)CC[C@@H]1[C@@]24OO3
assay / entry	1	2	3	4	5	6	7	8
NCI/ADR-RES	127	-40*	108	105	107	99	96	28
ACHN	107	-90*	112	117	98	93	101	13
IGROV1	184	-29*	103	140	·	99	116	-16*
CAKI-1	102	-83*	97	112	107	85	89	25
786-0	139	-51*	99	94	106	45	101	16
TK-10	146	-81*	99	125	109	110	106	16
UO-31	97	-96*	86	102	112	96	78	18
SN12C	98	-25*	105	110	109	91	101	-79*

[9] C=CCN=C=S
[10] c1ccc(C2CO2)cc1 (configuration not stated)
[11] O=CN1N=C(c2ccccc2)CC1c1sc(N(CCCl)CCCl)nc1Cl (configuration not stated)
[12] CCN(C(=O)OC(C)C)[N+](=O)[O-]
[13] NC(=O)OCCCCl
[14] N#CC1c2ccccc2C=CN1C(=O)c1ccc(N(CCCl)CCCl)cc1 (configuration not stated)
[15] COc1ccc(OC)c(C(O)C(C)NC(C)(C)C)c1 (configuration not stated)
[16] O=S1c2ccccc2-c2ccccc21
assay / entry	9	10	11	12	13	14	15	16
NCI/ADR-RES	99	110&104	94	106	110	83	112	106
ACHN	110	118&109	91	109	100	87	108	105
IGROV1	124	106	96	95	103	98	·	109
CAKI-1	106	100&103	80	98	119	69	100	110
786-0	107	102&102	104	100	100	107	109	94
TK-10	109	103&108	121	94	109	107	120	98
UO-31	97	81&101	72	80	92	71	88	94
SN12C	104	112&97	96	107	106	76	112	98

[17] O=C(CCl)NC1CCCCC1
[18] O=C(O)C(Cl)Cl
[19] CCC1(O)CCC2C3CC=C4CCCCC4C3CCC21C (configuration not stated)
[20] CC12CCC3C4CCC(=O)C(O)=C4CCC3C1CCC2OC(=O)CCC1CCCC1 (configuration not stated)
[21] O=NN1CCNC1=O
[22] CCC(=O)OC1CCC2C3CCC4=CC(=O)CCC4(C)C3CCC12C (configuration not stated)
[23] CCOC(=O)Nc1cc(Cl)c([N+](=O)[O-])c(NC(=O)OCC)n1
[24] CC(=O)OC1CCC2C3CC4C(F)(F)C45C=CCCC5(C)C3CCC12C (configuration not stated)
assay / entry	17	18	19	20	21	22	23	24
NCI/ADR-RES	108	96	112	103	109	103	102	98
ACHN	122	103	105	97	103	104	54	116
IGROV1	108	74	·	94	112	115	56	131
CAKI-1	99	90	102	97	·	90	-95*	86
786-0	118	98	102	114	96	105	104	110
TK-10	100	93	108	116	114	127	103	107
UO-31	87	·	81	80	92	96	99	104
SN12C	115	97	102	105	112	96	96	101

[25] COc1ccc(C(O)(C(=O)OCC[N+]2(C)CCCCC2)c2ccc(OC)cc2)cc1
[26] CC12CCC3C(C/C(=N\O)C4=CC(=O)CCC43C)C1CCC2=O (configuration not stated)
[27] Nc1ccc(C(=O)Nc2ccc(S(=O)(=O)F)cc2)cc1
[28] C[C@](O)(Cn1cc(C#N)cn1)C(=O)Nc1cnc(C#N)c(C(F)(F)F)c1
[29] N#CCCP(CCC#N)c1ccccc1
[30] O=S1(=O)OC(c2cc(Br)c(O)c(Br)c2)(c2cc(Br)c(O)c(Br)c2)c2ccccc21
[31] Oc1cc(N2CC2)c(O)cc1N1CC1
[32] C[C@]12CC[C@H]3[C@@H](CC=C4C[C@@H](O)CC[C@@]43CO)[C@@H]1CC[C@@H]2O
assay / entry	25	26	27	28	29	30	31	32
NCI/ADR-RES	101	107	99	108	110	·	1.0*	100
ACHN	104	100	97	105	110	100	2.4*	97
IGROV1	108	102	88	108	107	87	-38*	105
CAKI-1	102	85	84	112	108	88	-1.5*	87
786-0	106	82	66	106	94	111	22	101
TK-10	91	110	97	97	105	131	-7.4*	96
UO-31	96	76	73	93	104	78	-37*	86
SN12C	97	107	99	105	106	110	13	108

[33] CNC(=O)Oc1c(C)ccc2ccccc12
[34] CCCCN(CCCC)CCc1ccc(O)cc1
[35] CC1C(Cl)C2(Cl)C(Cl)=C(Cl)C1(Cl)C2(Cl)Cl (configuration not stated)
[36] CC(C)OP(=O)(OC(C)C)C(O)C(Cl)(Cl)Cl (configuration not stated)
[37] CCOC(=O)C(C(=O)OCC)P(=S)(S)c1ccccc1 (configuration not stated)
[38] Nc1ccc2c(c1)oc1ccccc12
[39] Nc1ccc(CCCC(=O)Nc2ccc(S(=O)(=O)F)cc2)cc1
[40] Cc1nnc([S-])o1.[Au+].c1ccc([PH+](c2ccccc2)c2ccccc2)cc1
assay / entry	33	34	35	36	37	38	39	40
NCI/ADR-RES	92	106	101	115	108	95	105	100
ACHN	106	107	102	108	108	102	99	0.8*
IGROV1	96	96	105	118	105	110	121	21
CAKI-1	·	·	100	100	97	82	91	42
786-0	98	101	99	110	97	96	75	39
TK-10	100	99	102	115	95	135	113	102
UO-31	80	87	97	92	88	69	81	55
SN12C	102	105	94	99	101	95	96	41

Overlap with the part before: 2 entries; new compounds follow.
[39] Nc1ccc(CCCC(=O)Nc2ccc(S(=O)(=O)F)cc2)cc1
[40] Cc1nnc([S-])o1.[Au+].c1ccc([PH+](c2ccccc2)c2ccccc2)cc1
[41] CCOC(=O)/C=C(/OP(=O)(OCC)OCC)c1ccccc1
[42] Cn1cc(-c2csc(-c3cn(CCCCN4CCCCC4)c4ccccc34)n2)c2cccnc21
[43] CNC(=O)Oc1ccccc1C1CCCCC1
[44] O=C1c2ccccc2C(=O)C(Cl)C1Cl (configuration not stated)
[45] CO/N=C1\CC[C@]2(C)[C@H]3CC[C@]4(C)C(=O)CC[C@H]4[C@@H]3C[C@@H]3SC(N)=N[C@@]32C1
[46] CCOC(=O)/C(=C\c1ccc(Br)cc1)[Se]c1ccccc1
[47] CCCCc1ccc(NC2=NCCCS2)cc1
[48] ClCCN(CCCl)c1ccc(/C=N/Nc2ncnc3nc[nH]c23)cc1
assay / entry	39	40	41	42	43	44	45	46	47	48
NCI/ADR-RES	105	100	101	-17*	106	86	100	114	·	98
ACHN	99	0.8*	113	-96*	98	-100*	100	116	87	75
IGROV1	121	21	106	71	114	78	101	105	·	28
CAKI-1	91	42	102	·	104	65	74	100	82	64
786-0	75	39	94	-85*	98	17	98	107	89	80
TK-10	113	102	99	50	113	-97*	116	114	79	113
UO-31	81	55	95	-78*	77	-98*	78	97	50	54
SN12C	96	41	95	82	100	71	107	98	92	67

[49] C[N+](C)(C)Cc1cc(Cl)ccc1O
[50] CCC1(CCC(C)C)C(=O)NC(=S)NC1=O
[51] COc1ccc(Nc2ccnc3cc(Cl)ccc23)cc1CN(CCCl)CCCl
[52] C=CCc1cc2c(cc1OCC)OCO2
[53] O=[N+]([O-])CC(c1ccco1)c1c(-c2ccccc2)[nH]c2ccccc12 (configuration not stated)
[54] CCOc1cc(C=C2C(=O)NC(=S)NC2=O)ccc1O
[55] COC(=O)C1C(=O)n2c(c(C)c3ccccc32)[C@@]2(C)CCC[C@H]1C2 (some centres not stated)
[56] O=C(CBr)Nc1ccccc1
assay / entry	49	50	51	52	53	54	55	56
NCI/ADR-RES	104	110	-40*	105	85	111	98	103
ACHN	96	109	-34*	111	85	97	104	104
IGROV1	95	105	-36*	121	89	105	104	106
CAKI-1	106	100	-64*	102	62	84	90	106
786-0	100	111	-53*	92	95	114	102	102
TK-10	110	109	-37*	92	104	112	97	87
UO-31	91	84	-42*	95	75	85	95	85
SN12C	106	111	2.2*	99	92	97	97	91

Entries 42–53, reprinted for reference:
[42] Cn1cc(-c2csc(-c3cn(CCCCN4CCCCC4)c4ccccc34)n2)c2cccnc21
[43] CNC(=O)Oc1ccccc1C1CCCCC1
[44] O=C1c2ccccc2C(=O)C(Cl)C1Cl (configuration not stated)
[45] CO/N=C1\CC[C@]2(C)[C@H]3CC[C@]4(C)C(=O)CC[C@H]4[C@@H]3C[C@@H]3SC(N)=N[C@@]32C1
[46] CCOC(=O)/C(=C\c1ccc(Br)cc1)[Se]c1ccccc1
[47] CCCCc1ccc(NC2=NCCCS2)cc1
[48] ClCCN(CCCl)c1ccc(/C=N/Nc2ncnc3nc[nH]c23)cc1
[49] C[N+](C)(C)Cc1cc(Cl)ccc1O
[50] CCC1(CCC(C)C)C(=O)NC(=S)NC1=O
[51] COc1ccc(Nc2ccnc3cc(Cl)ccc23)cc1CN(CCCl)CCCl
assay / entry	42	43	44	45	46	47	48	49	50	51
NCI/ADR-RES	-17*	106	86	100	114	·	98	104	110	-40*
ACHN	-96*	98	-100*	100	116	87	75	96	109	-34*
IGROV1	71	114	78	101	105	·	28	95	105	-36*
CAKI-1	·	104	65	74	100	82	64	106	100	-64*
786-0	-85*	98	17	98	107	89	80	100	111	-53*
TK-10	50	113	-97*	116	114	79	113	110	109	-37*
UO-31	-78*	77	-98*	78	97	50	54	91	84	-42*
SN12C	82	100	71	107	98	92	67	106	111	2.2*

[52] C=CCc1cc2c(cc1OCC)OCO2
[53] O=[N+]([O-])CC(c1ccco1)c1c(-c2ccccc2)[nH]c2ccccc12 (configuration not stated)
assay / entry	52	53
NCI/ADR-RES	105	85
ACHN	111	85
IGROV1	121	89
CAKI-1	102	62
786-0	92	95
TK-10	92	104
UO-31	95	75
SN12C	99	92

Going on with the list:
[57] O=C1NC(=S)NC(=O)C1=Cc1ccc(OCc2ccccc2)cc1
[58] Cc1cc[n+](CCc2ccccc2)cc1
[59] ClC(CN1CCOCC1)C(Cl)c1ccccc1 (configuration not stated)
[60] COc1cc2c(=O)n(C3CCCCCCC3)c3c4cc[nH]c4ncc3c2cc1OC
[61] C=CCOC(N)=O
[62] CC(C)(C#N)C(C)(C)C#N
[63] CC(=O)C(Cl)c1ccccc1 (configuration not stated)
[64] C=C1C/C(=C/C)C(=O)O[C@@H]2CCN3CC=C(COC(=O)[C@]1(C)O)[C@H]23
assay / entry	57	58	59	60	61	62	63	64
NCI/ADR-RES	109	111&91	98	41	103	113	122	102
ACHN	107	103&103	·	41	106	107	99	109
IGROV1	105	82&95	110	48	110	104	118	70
CAKI-1	95	99&97	·	55	97	81	97	101
786-0	113	100&90	106	31	109	105	105	111
TK-10	106	106&92	104	31	97	102	76	129
UO-31	89	85&58	88	23	87	98	92	98
SN12C	98	105&102	101	50	102	107	107	106

[65] CC1(C)N=C(N)N=C(N)N1c1ccc(CNC(=O)Nc2ccc(S(=O)(=O)F)c(Cl)c2)c(Cl)c1
[66] CCOC(=O)C(c1c(O)c2ccccc2oc1=O)c1c(O)c2ccccc2oc1=O
[67] Nc1ccccc1P(=O)(O)O
[68] Cc1cc(Cl)cc(Cl)c1O
[69] Cc1ccc(N)cc1
[70] Cc1cc2c(cc1-c1cc(/C=C/C(=O)O)ccc1C(F)(F)F)C(C)(C)CCC2(C)C
[71] CCCCNCCc1ccccn1
[72] O=C(NCCCNCCCCCCCNCCCNC(=O)C1CCC2(CC1)OOC1(O2)C2CC3CC(C2)CC1C3)C1CCC2(CC1)OOC1(O2)C2CC3CC(C2)CC1C3 (configuration not stated)
assay / entry	65	66	67	68	69	70	71	72
NCI/ADR-RES	103	109	107	95	94	68	105	96
ACHN	53	103	104	98	100	68	101	102
IGROV1	31	100	106	95	96	77	116	95
CAKI-1	·	103	101	97	92	82	97	102
786-0	31	103	106	103	105	83	98	99
TK-10	23	104	91	90	103	100	97	94
UO-31	88	75	82	82	72	52	88	94
SN12C	17	99	95	97	96	67	112	81

[73] CCOP(=S)(OCC)Oc1ccc2c(C)c(Cl)c(=O)oc2c1
[74] CN(C(=O)Oc1cccc2ccccc12)C1C=CCC1 (configuration not stated)
[75] CC(C)[N+](C)(CCC(C(N)=O)(c1ccccc1)c1ccccc1)C(C)C
[76] CCN(c1nncs1)P(=O)(N1CC1)N1CC1
[77] O=[N+]([O-])c1ccc(O)c(CCl)c1
[78] COc1cc(C=C(C#N)C#N)ccc1O
[79] Cc1cc([N+](=O)[O-])ccc1O
[80] FC(F)(F)/C=C(\N1CC1)C(F)(F)F
assay / entry	73	74	75	76	77	78	79	80
NCI/ADR-RES	100&93	97	109&107&148	101	115	97	104	·
ACHN	105&103	102	101&102&106	111	105	97	103	99
IGROV1	106&116	85	112&108&131	139	119	120	110	103
CAKI-1	87&83	99	103&103&95	·	107	97	98	108
786-0	86&107	111	107&103&136	109	110	103	105	110
TK-10	133&112	99	124	104	100	118	98	112
UO-31	77&105	53	89&87&106	100	94	86	93	81
SN12C	101&88	95	96&96&99	99	125	103	100	103

[81] c1cnc(OCCN2CC2)cn1
[82] O=C(NCCCCCCN1CC1)Nc1ccccc1
[83] CC[C@]12C=CCN3CC[C@@]4(c5ccc(OC)cc5N(C)[C@H]4[C@@](O)(C(=O)OC)[C@@H]1OC(=O)CCCC[P+](C1CCCCC1)(C1CCCCC1)C1CCCCC1)[C@@H]32
[84] O=C(Cc1ccccc1)OCC(Br)CBr (configuration not stated)
[85] COS(=O)(=O)c1ccccc1
assay / entry	81	82	83	84	85
NCI/ADR-RES	112	·	97	97	107
ACHN	112	95	19	·	101
IGROV1	109	89	-85*	107	120
CAKI-1	101	91	-24*	·	104
786-0	106	108	-36*	93	115
TK-10	103	114	-64*	83	104
UO-31	92	87	79	93	90
SN12C	105	101	-58*	108	112

Only part of the results is shown (hit frequency here may not be typical).
